# EPAC2 ag: EPAC2 (human) agonism; Q8WZA2; hit rate 0.079% among 360,000; Potency, µM (series often up to 154 µM), for the others: at the top dose activation, actives largely listed as activators; EPAC2 activation, biochemical qHTS; response scale: 100% = 6.5 mM cAMP response; further: potency means the concentration at half of the fitted maximal effect; nearly all actives have a fitted effect of over 50% in size
#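 Readout is BODIPY fluorescence (480 nm excitation, 540 nm emission), which falls as labeled GDP is exchanged off Rap1B. EPAC2 at 100 nM acted on 250 nM RAP1B-BODIPY-GDP with 50 uM GDP present.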
# EPAC2 antag: blocks human EPAC2 exchange factor; hit rate 0.18% among 360,000; EPAC2 GEF exchange of Rap1B-BODIPY-GDP, fluorescence; Potency, µM (titrated, usually from 114 µM), for inactives: top-dose activity, negative = inhibition, hits mostly inhibitors; further: potency means the concentration at half of the fitted maximal effect; on the % scale 0 is the no-effect control and ±100 the full control effect; nearly all actives have a fitted effect of over 45% in size; many of its hits are not listed in these tables
# DRD3 antagonist: antagonists of human D3 dopamine receptor. D3R cells, DiscoveRx beta-arrestin luminescence, antagonist mode; active compounds read low. hit rate 2.5% among 360,000. P35462. max response, negative = inhibition, %; in the data active means max response below about -50%; inconclusive means no clear call, values can overlap the other calls; further: on the % scale 0 is the no-effect control and ±100 the full control effect; mostly tested at two doses, the higher about 12 µM
# Target sequence (P35462 whole entry, looked up): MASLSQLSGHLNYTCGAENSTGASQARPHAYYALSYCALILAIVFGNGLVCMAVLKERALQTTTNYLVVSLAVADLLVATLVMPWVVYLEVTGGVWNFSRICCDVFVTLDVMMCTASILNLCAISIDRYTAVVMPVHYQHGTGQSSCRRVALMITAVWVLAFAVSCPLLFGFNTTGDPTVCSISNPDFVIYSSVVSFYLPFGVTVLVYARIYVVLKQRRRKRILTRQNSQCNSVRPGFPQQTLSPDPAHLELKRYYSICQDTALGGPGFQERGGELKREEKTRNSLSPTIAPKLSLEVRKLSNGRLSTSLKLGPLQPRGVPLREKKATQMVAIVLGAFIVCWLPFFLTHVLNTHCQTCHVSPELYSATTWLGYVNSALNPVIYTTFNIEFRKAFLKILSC
#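 Cells expressing the human receptor were seeded at 1500 cells/well, incubated overnight at 37 degrees C in 5% CO2, then exposed to library compounds with dopamine controls for 90 minutes at 37 degrees C before luminescent detection.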
# CCT modulator: changes cytosolic chaperonin activity | purified chaperonin ATPase assay, HTRF ADP detection, 30 min | hit rate 0.3% among 360,000 | activity change, % (no concentration beside the values), hits read low; in the data active means activity change below about -30%; further: on the % scale 0 is the no-effect control and ±100 the full control effect
#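 TRiC at 40 or 20 nM final (batch-dependent) in 30 mM Tris pH 7.4, 100 mM KCl, 5 mM MgCl2, 1 mM DTT, with compound at single 76 uM and 10 uM ATP, 30 min at 37 deg C. ADP detected by HTRF Transcreener, 665/615 ratio.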
# DRD3 agonist: activates the human D3 dopamine receptor | P35462 | D3R DiscoveRx beta-arrestin cells, luminescence, 90 min | max activation, % | hit rate 0.58% among 410,000 | AID 652048; in the data active means max activation above about 30%; further: 0% is about no effect; mostly tested at two doses, the higher about 12 µM
#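 Agonist mode: compounds and dopamine controls were applied to plated cells for 90 min at 37 degrees C after an overnight attachment at 1500 cells/well. Luminescent read-out followed 30 - 60 minutes at room temperature with DiscoveRx detection reagent.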
# MmCpn inh: blocks the Methanococcus maripaludis chaperonin Mm-Cpn | purified Mm-Cpn ATPase, ADP Transcreener TR-FRET | hit rate 0.031% among 330,000 | Potency, µM (series often up to 76.9 µM), without a hit: at the highest dose activity, negative = inhibition, hits mostly inhibitors; further: potency means the concentration at half of the fitted maximal effect; on the % scale 0 is the no-effect control and ±100 the full control effect; nearly all actives have a fitted effect of over 80% in size
#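 Reaction buffer contained 30 mM Tris pH 7.4, 100 mM KCl, 5 mM MgCl2 and 1 mM DTT. Mm-CPN (25 nM final) hydrolysed 10 uM ATP over 30 min at 37°C; ADP was read by HTRF.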
# PTHR1 ag: activates the human parathyroid hormone receptor PTHR1; HEK293 GP2 PTHR1 cells, GloSensor cAMP luminescence, 1 h; Potency, µM (doses to about 115 µM), inactives show at the top dose activation, usual class: activators; hit rate 0.075% among 410,000; AID 743266; further: potency means the concentration at half of the fitted maximal effect; nearly all actives have a fitted effect of over 55% in size; some results filed as inactive show a strong effect at the top dose; inactives centre near -15; many of its hits are not listed in these tables
# Target sequence (Q03431 whole entry, looked up): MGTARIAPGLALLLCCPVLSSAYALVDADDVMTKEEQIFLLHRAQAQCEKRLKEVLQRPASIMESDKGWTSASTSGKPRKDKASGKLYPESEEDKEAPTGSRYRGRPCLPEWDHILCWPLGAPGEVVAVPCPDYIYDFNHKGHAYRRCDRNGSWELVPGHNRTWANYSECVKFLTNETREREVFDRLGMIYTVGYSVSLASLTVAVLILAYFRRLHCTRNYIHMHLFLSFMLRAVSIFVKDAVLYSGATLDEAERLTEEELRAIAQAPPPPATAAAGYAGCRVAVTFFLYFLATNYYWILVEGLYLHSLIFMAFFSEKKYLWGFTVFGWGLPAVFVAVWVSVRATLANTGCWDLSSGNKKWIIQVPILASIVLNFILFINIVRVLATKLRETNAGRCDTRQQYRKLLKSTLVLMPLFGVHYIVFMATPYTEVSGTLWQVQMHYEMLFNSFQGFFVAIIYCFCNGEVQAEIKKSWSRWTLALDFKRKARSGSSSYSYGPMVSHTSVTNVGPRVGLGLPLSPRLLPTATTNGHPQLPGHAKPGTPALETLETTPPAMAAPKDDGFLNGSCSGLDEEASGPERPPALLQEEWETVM
#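 HEK-293-derived GP2 cells expressing PTHR1 and a GloSensor cAMP reporter, 3,000/well, plated overnight, given luciferin plus IBMX (each 0.5 mM as added) for 1 h at 37 °C, then compound for 1 h at 37 °C. Luminescence was read after 15 min at room temperature.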
# pAkt inh: Akt phosphorylation inhibition; Neuro2A IGF-stimulated pAkt S473 HTRF, 20 min; active compounds read low; activity change, % for hits at 50 µM; hit rate 0.32% among 360,000; AID 651550; in the data active means activity change below about -80%; inconclusive means mostly about -51% to -80%; further: on the % scale 0 is the no-effect control and ±100 the full control effect
#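 Neuro2A cells in DMEM with 0.5% FBS, overnight at 37 deg C, given compound at single 50 µM final, then IGF (6 nM final) for 20 min at 37 deg C. Lysed; phospho-Akt Ser473 by HTRF after 24 h, 665/615 ratio.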
# Starred values were filed as active, the others as inactive; i = inactive; ? = inconclusive; · = no result given; [ ] = another dose, or the depositor's remark. Unless noted, the call rests on the fitted dose curve; in most records, active means well fitted curve in the direction sought with a large enough effect; inconclusive means small, poorly fitted or top-dose-only effect, or another doubt; inactive means no such curve, though single readings can be large; an effect the other way counts as inactive or inconclusive. A portion of the library, so the mix of outcomes need not match the whole.
SMILES,EPAC2 ag,EPAC2 antag,DRD3 antagonist,CCT modulator,DRD3 agonist,MmCpn inh,PTHR1 ag,pAkt inh
Cc1ccccc1OCc1ccc(C(=O)N2CCOCC2)o1,1%,2%,-4,0.3,-4,1%,-20%,i
CCOc1cc(C2C3=C(CC(C)(C)CC3=O)N(CCCOC)C3=C2C(=O)CC(C)(C)C3)ccc1O,7%,-4%,2,-0.9,-4,-1%,-3%,i
COc1ccc(C(=O)OCC(=O)Nc2ncc([N+](=O)[O-])s2)cc1OC,8%,7%,-1,-1.9,1,0%,-25%,i
CC(=O)c1sc(NC(=O)c2cc(S(=O)(=O)N3CCOCC3)ccc2F)nc1C,4%,4%,9,0.9,4,?,-14%,i
O=C(Cc1ccccc1)NN=C1CCCC1,10%,5%,1,0.2,-7,·,-7%,i
Cc1cc(Br)ccc1OCc1nnc(-c2ccccc2)o1,11%,-10%,?,-0.6,-13,·,-90%[inhibitor],i
Cc1noc(C)c1COC(=O)c1ccccc1NC(=O)Cc1ccccc1,7%,-1%,13,-0.4,-5,2%,i,i
CCC(C)(C#CCN1CCCCC1)OCCC#N (stereo not drawn),-3%,0%,8,0.5,0,0%,i,i
CCCN1Cc2cccc(C(=O)NC(CC(=O)OCC)c3ccc(OCC)c(OC)c3)c2C1=O (stereo not drawn),0%,-20%,-4,0.8,-5,2%,-5%,i
Cc1cc2[nH]c(=S)[nH]c2cc1C,11%,7%,-10,-3.9,-7,3%,-3%,i
COc1ccc(/C=C(\C#N)c2nc3ccc(C)cc3[nH]2)cc1Oc1ccc(C(F)(F)F)cc1[N+](=O)[O-],9%,7%,-9,2.9,1,0%,-8%,i
CC(NC(=O)COC(=O)c1cccc(S(=O)(=O)N2CCCC2)c1)c1ccccc1 (stereo not drawn),11%,-5%,2,0.9,-2,0%,-10%,i
COCCCNC(=O)c1cc(S(=O)(=O)NCCCN2CCCC2=O)ccc1Cl,2%,1%,22,-6.4,3,0%,-23%,i
COc1cccc(NC(=O)C2(C)CCN2CC2CCCCC2)c1 (stereo not drawn),11%,-5%,21,1.2,-2,·,i,i
CCCCN(C)c1c(C)nc2ccc(C(=O)Nc3cc(-c4ccccc4)ccc3OC)cn12,4%,-23%,42,-1.0,8,·,-1%,i
Cc1ccc2nc(SCC3CCCCO3)[nH]c2c1 (stereo not drawn),9%,-13%,-16,-1.8,-3,2%,-92%[inhibitor],i
Cn1c(SCC(=O)NC2CCCC2)nnc1-c1ccncc1,-3%,17%,-8,0.8,-4,0%,i,i
CC1CN(CCCOc2ccccc2-c2ccccc2)CC(C)O1 (stereo not drawn),8%,-20%,-30,-4.2,-13,-1%,-21%,i
COc1ccc(CCC(=O)NNC(=O)Nc2cc(Cl)ccc2C)cc1,9%,-1%,-11,-1.6,-6,-2%,-18%,i
O=S(=O)(Nc1cccc(-n2cnnn2)c1)c1ccccc1,5%,-4%,11,-0.6,4,-5%,-15%,·
CCOC(=O)c1sc2nc(CSCC(=O)OCc3ccc(C(=O)OC)o3)[nH]c(=O)c2c1C,-6%,-2%,26,-1.7,1,-4%,i,i
CC(C)N1CCN(Cc2ccc(C#CCCO)cc2)CC1CCO (stereo not drawn),6%,2%,-3,-0.3,1,1%,-16%,i
O=C(O)CCC(=O)Nc1ccc2c(c1)oc1ccccc12,13%,6%,-11,0.5,-3,?,i,i
COCc1cc(CNC(=O)C2CCC(=O)N(Cc3ccccc3F)C2)[nH]n1 (stereo not drawn),9%,-5%,-24,-0.9,-7,0%,-29%,i
O=C(O)C1CCN(c2nc(-c3ccccc3)c3cc(Br)ccc3n2)CC1,-10%,-25%,5,-1.2,12,-21%,-23%,i
SMILES,EPAC2 ag,EPAC2 antag,DRD3 antagonist,CCT modulator,DRD3 agonist,MmCpn inh,PTHR1 ag,pAkt inh
CCc1ccc(/C=N/NC(=O)c2cc(-c3ccncc3)nc3ccccc23)s1,-5%,-5%,0,-0.3,-9,-1%,-10%,i
CC(C)(C)c1ccc(C2=CC(c3ccccc3F)n3ncnc3N2)cc1 (stereo not drawn),6%,3%,-17,-2.2,-16,·,i,i
O=C(COC(=O)CSc1ccc([N+](=O)[O-])cc1)NCCC1=CCCCC1,1%,-5%,-17,-2.4,-8,2%,i,i
CCCOc1ccc(Cc2c(O)nc(SC)[nH]c2=O)cc1,9%,10%,5,-2.3,2,2%,-31%[inhibitor],i
O=C(Nc1ccc(OC(F)(F)F)cc1)Nc1cccnc1,0%,-14%,8,-0.2,2,-1%,-26%,i
CCCCN(C)Cc1cc(=O)oc2ccc3ccccc3c12,5%,?,-5,-1.3,1,-2%,-19%,i
CCCCC1S/C(=N/N=C/c2ccc(OC)cc2)N(Cc2ccc(OC)cc2)C1=O (stereo not drawn),12%,-3%[57.1 µM],?,-2.1,-7,1%,i,i
CC1(C(=O)NCc2ccco2)CCN1C(=O)C1(c2ccccc2)CC1 (stereo not drawn),28%,13%,-6,0.3,-9,·,-5%,i
CC(=O)CC1OC(=O)C(Br)=C1NCc1ccccc1 (stereo not drawn),8%,23%,-21,-3.1,-25,1%,-2%,i
COc1ccc(NC(=O)Nc2nnc(-c3cccs3)s2)cc1,-1%,2%,5,0.2,-10,1%,-18%,i
CCc1c(O)nc(SCC(=O)Nc2ccc(Cl)cc2)n(-c2ccccc2)c1=O,7%,7%,13,-0.8,1,·,-17%,i
CN(C)/C=N/c1ncc(C(=O)OC(C)(C)C)s1,-15%,5%,-10,1.5,-2,-3%,i,i
CC(OC(=O)Cc1cccc(C(F)(F)F)c1)C(=O)Nc1ccc(Cl)cn1 (stereo not drawn),3%,-17%,9,-0.5,2,3%,-19%,i
Cc1ccccc1N1CCN(C2CCCN(C(=O)c3cn4cccc(C)c4n3)C2)CC1 (stereo not drawn),-2%,-9%,9,1.4,-3,-1%,-20%,i
CCn1c(CNc2ccc(F)cc2)nnc1SCC(=O)Nc1ccccc1OC,5%,1%,16,0.5,4,2%,i,i
CC1CC(C)CN(C(=O)c2cc3cc(Br)cc(Br)c3o2)C1 (stereo not drawn),10%,?,-4,-5.6,2,-2%,-38%[inhibitor],i
CCCOC(=O)c1ccc(S(N)(=O)=O)o1,-6%,6%,1,-3.4,4,0%,i,i
Cc1ccc(S(=O)(=O)N(C)C)cc1NC(=O)CN1CCN(Cc2ccccc2)CC1,0%,4%,-3,-8.3,-1,0%,i,i
Cn1nc(C2CC2)cc1NC(=O)C1(C)CCN1C(=O)CC(c1ccccc1)c1ccccc1 (stereo not drawn),13%,-24%,0,-2.0,-21,·,-18%,i
CC(C)(CC(=O)O)CC(=O)N1CCN(c2cc(C(F)(F)F)nc3ccccc23)CC1,-6%,3%,-7,1.1,-5,1%,-20%,i
COc1ccc(CN(Cc2ccc(C(=O)O)cc2)C(=S)Nc2cc(C)cc(C)c2)cc1OC,1%,-3%,16,1.5,0,-5%,-9%,i
Cn1nc(C(=O)NCc2ccc(F)cc2)cc1C(=O)NCc1ccc(F)cc1,0%,6%,26,0.0,4,-1%,-19%,i
CN(C)S(=O)(=O)c1cccc(-c2csc(=Nc3ccccc3)n2CCCN2CCOCC2)c1,14%,-5%,17,1.1,1,-2%,i,i
CCCCCC(=O)NC(=S)Nc1ccc2oc(=O)ccc2c1,10%,-13%,4,-2.6,8,-1%,i,i
Cc1ccc(C)c(NC(=S)NNC(=S)Nc2ccc(C(C)C)cc2)c1,-7%,?,-14,-0.3,-9,2%,-27%,i
SMILES,EPAC2 ag,EPAC2 antag,DRD3 antagonist,CCT modulator,DRD3 agonist,MmCpn inh,PTHR1 ag,pAkt inh
CC(C)[C@H](CO)N(Cc1cccc(F)c1)c1nc(Nc2cccc(Cl)c2)c2ncn(C(C)C)c2n1,7%,6%,3,-3.2,17,-5%,i,i
O=[N+]([O-])c1ccc(Sc2ccccc2Cl)nc1,-1%,1%,-5,0.0,-9,0%,-13%[57.5 µM],i
OCC1OC(n2cnc3c(/C=C(\O)c4ccccc4)ncnc32)C(O)C1O (stereo not drawn),-1%,-2%,-7,-1.2,1,·,i,i
COc1ccc(OC)c(S(=O)(=O)Nc2ccc(CC(=O)O)cc2)c1,3%,1%,-9,-8.3,-7,-1%,-10%[57.5 µM],i
O=C(C[C@H]1C[C@H](C(=O)N2CCOCC2)[C@@]2(CCC3CCCC3)c3[nH]c4cc(-c5ccco5)ccc4c3CCN2C1=O)NCCC1=CCCCC1,16%,-5%,-15,-0.5,-9,-1%,i,i
O=C1CC(C(=O)Nc2ccc(O)c(C(=O)O)c2)C(c2ccccc2)O1 (stereo not drawn),5%,5%,4,-1.3,0,-3%,-14%[57.5 µM],i
Cc1nnc(SCC(=O)N(CCC#N)c2ccc3c(c2)OCCO3)s1,12%,8%,5,-0.8,13,-4%,i,i
Cc1cccc(N(CC(=O)NC(C)(C)C)C(=O)CNC(=O)c2cccs2)c1,-2%,2%,-5,0.5,16,2%,i,i
O=C1/C(=C\c2cc([N+](=O)[O-])ccc2O)SC(=S)N1Cc1ccc(Cl)cc1,7%,-29%,-14,-1.4,3,-2%,-46%[inhibitor],i
CCN1C(=O)Cc2cc(S(=O)(=O)NCCc3ccccc3)ccc21,7%,-3%,-4,0.9,4,1%,i,i
O=C(CNC(=O)c1ccc(Br)cc1)NC1CC1,-5%,8%,15,-3.2,7,0%,i,i
CC(C)Cc1cc(C(=O)NCc2ccco2)no1,-1%,-4%,-23,-1.5,-6,1%,-28%,i
CN(Cc1ccccc1)S(=O)(=O)c1ccc(NC(=O)C2CCCO2)cc1 (stereo not drawn),-3%,6%,14,-3.3,-10,-2%,i,i

# Record cards, from the list above. Values in the order: EPAC2 ag	EPAC2 antag	DRD3 antagonist	CCT modulator	DRD3 agonist	MmCpn inh	PTHR1 ag	pAkt inh
# O=C1/C(=C\c2cc([N+](=O)[O-])ccc2O)SC(=S)N1Cc1ccc(Cl)cc1 across the screens: 7%	-29%	-14	-1.4	3	-2%	-46%[inhibitor]	i
# CN(Cc1ccccc1)S(=O)(=O)c1ccc(NC(=O)C2CCCO2)cc1 (stereo not drawn) across the screens: -3%	6%	14	-3.3	-10	-2%	i	i
# O=C1CC(C(=O)Nc2ccc(O)c(C(=O)O)c2)C(c2ccccc2)O1 (stereo not drawn) across the screens: 5%	5%	4	-1.3	0	-3%	-14%[57.5 µM]	i
# Cc1nnc(SCC(=O)N(CCC#N)c2ccc3c(c2)OCCO3)s1 across the screens: 12%	8%	5	-0.8	13	-4%	i	i
# CCN1C(=O)Cc2cc(S(=O)(=O)NCCc3ccccc3)ccc21 across the screens: 7%	-3%	-4	0.9	4	1%	i	i
